Source: PubChem BioAssay
MITF primary – blocks human microphthalmia-associated transcription factor | AlphaScreen MITF homodimerization, bead proximity signal | inhibition, % at 2.6 µM | 650,000 tested, 0.91% active | AID 1259374; in the data active means inhibition above about 50%;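 further: 0% = vehicle wells with protein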
TEAD-YAP inh – TEAD-YAP interaction inhibition; HEK-TIYL cells, TEAD-Gal4/YAP UAS-luciferase luminescence; inhibition, % at 9.12 µM; 640,000 tested, 1.4% active; AID 1259422; in the data active means inhibition above about 32%;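 further: 0% = median of test compound wells and 100% = reference inhibitor wells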
GPR151 activ – activates the human receptor GPR151 | Q8TDV0 | PathHunter beta-arrestin GPR151 cells, luminescence | activation, % at 11.2 µM | 650,000 tested, 1% active | AID 1508602; in the data active means activation above about 4.9%;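 further: 0% = median of compound wells and 100% = cells with positive control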
Target sequence (Q8TDV0 whole entry, looked up): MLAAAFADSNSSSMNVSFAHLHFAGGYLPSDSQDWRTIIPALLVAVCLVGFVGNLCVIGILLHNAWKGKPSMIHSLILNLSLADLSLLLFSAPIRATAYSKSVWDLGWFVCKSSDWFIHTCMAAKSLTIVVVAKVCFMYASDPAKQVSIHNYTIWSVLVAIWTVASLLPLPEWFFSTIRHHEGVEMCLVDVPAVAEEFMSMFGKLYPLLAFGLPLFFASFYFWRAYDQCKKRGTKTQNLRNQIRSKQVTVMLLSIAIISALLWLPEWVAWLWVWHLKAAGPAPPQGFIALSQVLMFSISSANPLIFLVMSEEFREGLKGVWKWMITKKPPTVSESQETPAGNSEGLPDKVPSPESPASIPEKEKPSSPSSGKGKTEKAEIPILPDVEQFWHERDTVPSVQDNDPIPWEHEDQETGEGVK
FBW7 activator – activators of human E3 ligase FBW7 | Q969H0 | AlphaScreen FBW7–phospho-cyclin E peptide binding, activator screen | normalized activity (activation), % at 26.1 µM | 650,000 tested, 0.13% active; in the data active means normalized activity above about 1.9%;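 further: purified mutant Fbw7 with reduced substrate affinity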
Target sequence (Q969H0 whole entry, looked up): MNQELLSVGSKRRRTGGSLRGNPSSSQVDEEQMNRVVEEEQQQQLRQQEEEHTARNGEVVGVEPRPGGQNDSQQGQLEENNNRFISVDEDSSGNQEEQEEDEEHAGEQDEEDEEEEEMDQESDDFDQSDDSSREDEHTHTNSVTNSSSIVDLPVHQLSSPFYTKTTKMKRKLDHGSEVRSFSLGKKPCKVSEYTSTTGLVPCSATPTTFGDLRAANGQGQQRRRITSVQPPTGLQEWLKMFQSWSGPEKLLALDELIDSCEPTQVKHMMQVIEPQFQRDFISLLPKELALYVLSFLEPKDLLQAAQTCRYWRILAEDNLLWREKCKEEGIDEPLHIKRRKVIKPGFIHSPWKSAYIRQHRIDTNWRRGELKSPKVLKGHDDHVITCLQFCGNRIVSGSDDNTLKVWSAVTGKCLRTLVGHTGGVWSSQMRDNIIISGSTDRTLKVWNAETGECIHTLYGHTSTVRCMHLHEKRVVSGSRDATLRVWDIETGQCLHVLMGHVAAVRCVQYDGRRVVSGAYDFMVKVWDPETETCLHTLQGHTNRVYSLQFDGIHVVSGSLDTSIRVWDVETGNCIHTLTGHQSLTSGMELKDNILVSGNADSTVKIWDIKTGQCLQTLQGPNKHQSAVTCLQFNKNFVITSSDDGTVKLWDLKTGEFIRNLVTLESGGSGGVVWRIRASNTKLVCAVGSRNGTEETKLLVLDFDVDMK
An asterisk follows results filed as active.

Start of the listing, in advance, three compounds:
`O=C(c1cc2c(s1)CCCCCC2)N1CCN(C(=O)C2CCCO2)CC1` (centres undefined) gave MITF primary 15.0, TEAD-YAP inh 5.7, GPR151 activ 0.3 and FBW7 activator 0.0.
For CCCCCc1ccc(-c2ccc(CCCCC)cn2)cc1 the results were MITF primary 0.5, TEAD-YAP inh 0.3, GPR151 activ 4.1 and FBW7 activator -0.1.
Screening CCCC1=C(C(=O)OCC)C(c2ccc(OC)cc2)C(C#N)=C(N)O1 (centres undefined) returned MITF primary -8.9, TEAD-YAP inh 1.5, GPR151 activ 0.2 and FBW7 activator -0.2.

The listing, previewed entries included:
`O=C(c1cc2c(s1)CCCCCC2)N1CCN(C(=O)C2CCCO2)CC1` (centres undefined) gave MITF primary 15.0, TEAD-YAP inh 5.7, GPR151 activ 0.3 and FBW7 activator 0.0.
For CCCCCc1ccc(-c2ccc(CCCCC)cn2)cc1 the results were MITF primary 0.5, TEAD-YAP inh 0.3, GPR151 activ 4.1 and FBW7 activator -0.1.
Screening CCCC1=C(C(=O)OCC)C(c2ccc(OC)cc2)C(C#N)=C(N)O1 (centres undefined) returned MITF primary -8.9, TEAD-YAP inh 1.5, GPR151 activ 0.2 and FBW7 activator -0.2.
`CC1CN(C(=O)Nc2ccc(Br)cc2Cl)CC(C)O1` (centres undefined) gave MITF primary 16.7, TEAD-YAP inh -3.7, GPR151 activ -0.6 and FBW7 activator 0.1.
Screening COc1cc(N(C)C)c([N+](=O)[O-])cc1C(=O)NCC(C)O (centres undefined) returned MITF primary 12.8, TEAD-YAP inh -1.3, GPR151 activ -1.0 and FBW7 activator 0.0.
`Cc1ccc(C(=O)N2CCN(Cc3ccc4c(c3)OCO4)CC2)cc1` gave MITF primary 7.8, TEAD-YAP inh 3.1, GPR151 activ -0.5 and FBW7 activator -0.1.
For CC(C)C(=O)Nc1cccc(C(=O)Nc2ccc(S(=O)(=O)N3CCOCC3)cc2)c1 the results were MITF primary -4.8, TEAD-YAP inh 0.0, GPR151 activ 3.0 and FBW7 activator 0.0.
For Cn1nnnc1SCC1=C(C(=O)O)N2C(=O)C(N)C2SC1 (centres undefined) the results were MITF primary 37.2, TEAD-YAP inh 3.3, GPR151 activ -1.4 and FBW7 activator 0.0.
`CCC(Sc1nc2n[nH]c(C)c2c(=N)n1-c1ccccc1C)C(=O)N1CCOCC1` (centres undefined) gave MITF primary -1.7, TEAD-YAP inh -4.2, GPR151 activ -0.2 and FBW7 activator -0.3.
CCc1ccc(NC(=O)COc2ccc(C(C)(C)c3ccccc3)cc2)cc1 was read as MITF primary -1.7, TEAD-YAP inh -2.5, GPR151 activ 0.2 and FBW7 activator 0.0.
For COC(=O)C[n+]1csc2ccccc21 the results were MITF primary 14.5, TEAD-YAP inh 5.6, GPR151 activ 7.8* and FBW7 activator -0.5.
`CCOc1ccccc1NC(=O)c1n[nH]c(=O)c2ccccc12` gave MITF primary -9.8, TEAD-YAP inh -4.3, GPR151 activ -0.3 and FBW7 activator -0.1.
For CC(=O)N1CCc2cc(S(=O)(=O)NCCC(=O)NCCc3ccc(C)cc3)ccc21 the results were MITF primary 10.2, TEAD-YAP inh 24.1, GPR151 activ 1.5 and FBW7 activator 0.1.
`Cc1cc(=O)oc2cc(Cl)c(OC(=O)c3ccccc3)cc12` gave MITF primary 17.2, TEAD-YAP inh -6.2, GPR151 activ -1.2 and FBW7 activator 0.1.
COc1ccccc1CNCc1cccc(Cl)c1 was read as MITF primary 27.6, TEAD-YAP inh -0.4, GPR151 activ -0.1 and FBW7 activator 0.0.
Cc1ccc(Sc2c([N+](=O)[O-])cc3c(cnn3-c3ccccc3)c2N=O)cc1 was read as MITF primary -3.6, TEAD-YAP inh 6.9, GPR151 activ 0.9 and FBW7 activator -0.1.
COc1cc(-n2c(-c3cccnc3)n[nH]c2=S)c(OC)cc1Cl was read as MITF primary -3.3, TEAD-YAP inh 2.9, GPR151 activ 1.9 and FBW7 activator 0.0.
O=C(NNC(=O)c1ccc(S(=O)(=O)N2CCCCCC2)cc1)C1=CC(=O)C2C=CC=CC2O1 (centres undefined) was read as MITF primary 11.3, TEAD-YAP inh 1.5, GPR151 activ -0.5 and FBW7 activator 0.0.
COc1ccc(-c2csc(/C(C#N)=C\c3ccc(OC)o3)n2)cc1 was read as MITF primary -9.2, TEAD-YAP inh -9.0, GPR151 activ -1.5 and FBW7 activator -0.1.
`OCc1cccc(-c2cnc3c(Nc4ccc5[nH]ccc5c4)nccn23)c1` gave MITF primary -9.8, TEAD-YAP inh 7.2, GPR151 activ -4.2 and FBW7 activator 0.3.
For CC(C)(C)n1nnnc1CN1CCc2nc(N3CCCC3)[nH]c(=O)c2C1 the results were MITF primary 6.8, TEAD-YAP inh -7.5, GPR151 activ -0.4 and FBW7 activator 0.2.
For CCOc1ccc2[nH]c(C)c(CN(C)Cc3ccccc3)c(=O)c2c1 the results were MITF primary -12.9, TEAD-YAP inh 6.2, GPR151 activ 1.8 and FBW7 activator 0.1.
`CCOc1nc(NCCO)nc(Nc2ccc(I)cc2)n1` gave MITF primary 1.2, TEAD-YAP inh 8.9, GPR151 activ -1.7 and FBW7 activator 0.0.
`Cc1ccc(-n2ncc3c(Nc4ccc5ccccc5c4)ncnc32)cc1` gave MITF primary 12.5, TEAD-YAP inh 6.5, GPR151 activ 0.7 and FBW7 activator 0.3.
For Cc1ccc(N2C(=O)C3CC=CCC3C2=O)c(C)c1 (centres undefined) the results were MITF primary -7.8, TEAD-YAP inh -3.7, GPR151 activ -0.8 and FBW7 activator -0.1.
`Cc1ccc([N+](=O)[O-])cc1NC(=O)C1CCCC1` gave MITF primary 11.9, TEAD-YAP inh 3.0, GPR151 activ -0.9 and FBW7 activator 0.4.
Screening COc1cccc(CN2C(=O)[C@@H]3CCCN3C(=O)c3ccccc32)c1 returned MITF primary -1.3, TEAD-YAP inh 4.6, GPR151 activ 1.2 and FBW7 activator 0.0.
Screening O=C(NCCCNc1ccc([N+](=O)[O-])cc1C(F)(F)F)c1ccc(Cl)cc1 returned MITF primary 14.3, TEAD-YAP inh 2.2, GPR151 activ 0.8 and FBW7 activator 0.3.
`O=S(=O)(c1ccc(NC(=S)NCC2CCCO2)cc1)N1CCCC1` (centres undefined) gave MITF primary 1.9, TEAD-YAP inh 7.5, GPR151 activ -0.7 and FBW7 activator 0.0.
Screening CC(C)CNC(=O)Cc1csc2nc(-c3ccccc3)cn12 returned MITF primary -4.0, TEAD-YAP inh 6.7, GPR151 activ -0.9 and FBW7 activator 0.6.

Of the compounds above, these have a cyano group:
Screening CCCC1=C(C(=O)OCC)C(c2ccc(OC)cc2)C(C#N)=C(N)O1 (centres undefined) returned MITF primary -8.9, TEAD-YAP inh 1.5, GPR151 activ 0.2 and FBW7 activator -0.2.
COc1ccc(-c2csc(/C(C#N)=C\c3ccc(OC)o3)n2)cc1 was read as MITF primary -9.2, TEAD-YAP inh -9.0, GPR151 activ -1.5 and FBW7 activator -0.1.

Random excerpt: 2 compounds from above.
For CC(C)(C)n1nnnc1CN1CCc2nc(N3CCCC3)[nH]c(=O)c2C1 the results were MITF primary 6.8, TEAD-YAP inh -7.5, GPR151 activ -0.4 and FBW7 activator 0.2.
`CC1CN(C(=O)Nc2ccc(Br)cc2Cl)CC(C)O1` (centres undefined) gave MITF primary 16.7, TEAD-YAP inh -3.7, GPR151 activ -0.6 and FBW7 activator 0.1.

(cont.)
Screening O=C(O)CNC(=O)Nc1ccccc1F returned MITF primary 4.9, TEAD-YAP inh 1.5, GPR151 activ 0.8 and FBW7 activator 0.1.
For CCCCCOC(=O)C1=C(C)Nc2ncnn2C1c1ccc(OC)cc1 (centres undefined) the results were MITF primary -19.2, TEAD-YAP inh 1.8, GPR151 activ -0.5 and FBW7 activator 0.2.
CCCS(=O)(=O)N1CCN=C1SCc1ccccc1Cl was read as MITF primary -9.4, TEAD-YAP inh -5.4, GPR151 activ 1.1 and FBW7 activator 0.0.
Screening CC1=NN(c2ccc(C)cc2)C(=O)/C1=C\c1sccc1C returned MITF primary 4.3, TEAD-YAP inh 1.6, GPR151 activ -0.3 and FBW7 activator -0.1.
Cc1ccc(-n2nc3c(c2NC(=O)CCC2CCCCC2)CS(=O)(=O)C3)c(C)c1 was read as MITF primary 10.0, TEAD-YAP inh 8.7, GPR151 activ 0.2 and FBW7 activator 0.6.
Cc1ccc2[nH]c(=O)c(CN(CCO)C(=O)c3ccc(Cl)cc3)cc2c1 was read as MITF primary -17.0, TEAD-YAP inh -9.9, GPR151 activ -0.3 and FBW7 activator 0.0.
Screening CCOC(=O)c1ccccc1NC(=O)C(=O)CC(=O)c1ccc(OC)cc1 returned MITF primary 22.5, TEAD-YAP inh -1.9, GPR151 activ 0.2 and FBW7 activator 0.3.
Screening Cc1ccc(N)cc1S(=O)(=O)N1CCOCC1 returned MITF primary 2.1, TEAD-YAP inh -5.6, GPR151 activ -0.6 and FBW7 activator 0.3.
`CC(C)Cc1ccc(S(=O)(=O)Nc2ccc3c(c2)COC3=O)cc1` gave MITF primary -4.8, TEAD-YAP inh -0.4, GPR151 activ 0.3 and FBW7 activator 0.0.
Screening O=C(COC(=O)C1COc2ccccc2O1)c1ccc(Cl)cc1 (centres undefined) returned MITF primary -14.2, TEAD-YAP inh -2.0, GPR151 activ 0.0 and FBW7 activator -0.1.
Screening COc1ccc(C2C3=C(CCCC3=O)Nc3nc4ccccc4n32)cc1 (centres undefined) returned MITF primary 8.6, TEAD-YAP inh 0.8, GPR151 activ -0.6 and FBW7 activator 0.3.
For Cn1ncc2c(Nc3ccc(F)cc3)nc(N3CCN(Cc4ccccc4)CC3)nc21 the results were MITF primary 3.8, TEAD-YAP inh -4.9, GPR151 activ 2.6 and FBW7 activator 0.1.
For N#Cc1ccc(-c2ccc(/C=C3\NC(=O)N(Cc4ccccc4F)C3=O)o2)cc1 the results were MITF primary 28.1, TEAD-YAP inh -0.3, GPR151 activ -0.3 and FBW7 activator 0.2.
For CC(=O)Nc1c(I)cc(I)c(C(=O)O)c1I the results were MITF primary 3.6, TEAD-YAP inh 6.5, GPR151 activ 0.4 and FBW7 activator 0.9.
COc1ccc(-c2oc3ncn(Cc4ccccc4)c(=N)c3c2-c2ccc(OC)cc2)cc1 was read as MITF primary 9.2, TEAD-YAP inh -7.2, GPR151 activ -1.5 and FBW7 activator 0.0.
For CCC1CN(CCNC(=O)c2ccc(-n3cnnn3)cc2)Cc2cc(OC)ccc2O1 (centres undefined) the results were MITF primary 1.6, TEAD-YAP inh 6.9, GPR151 activ -0.6 and FBW7 activator -0.2.
For CSCCC(C(=O)N1CC2(C)CC1CC(C)(C)C2)N1C(=O)c2ccccc2C1=O (centres undefined) the results were MITF primary 0.4, TEAD-YAP inh 3.8, GPR151 activ 0.0 and FBW7 activator 0.0.
Screening Cc1cc(N/C(=N/S(=O)(=O)c2ccccc2)c2ccccc2)no1 returned MITF primary 22.9, TEAD-YAP inh 0.1, GPR151 activ 1.7 and FBW7 activator 0.0.
`FC(F)(F)c1ccc(Cn2cnc3c(NCc4cccc(C(F)(F)F)c4)nc(Nc4ccc5ncccc5c4)nc32)cc1` gave MITF primary -14.2, TEAD-YAP inh -11.6, GPR151 activ 1.4 and FBW7 activator 0.1.
O=C(NC(N1CCCC1)C(Cl)(Cl)Cl)c1ccco1 (centres undefined) was read as MITF primary -2.4, TEAD-YAP inh -2.3, GPR151 activ 1.3 and FBW7 activator -0.2.
Screening Fc1ccccc1Nc1cc(C(F)(F)F)nc2ncnn12 returned MITF primary -7.0, TEAD-YAP inh -70.8, GPR151 activ 2.6 and FBW7 activator -0.2.
Screening CCOc1ccc(NC(=O)C(NS(=O)(=O)c2ccc3nc(C)sc3c2)C(C)C)cc1 (centres undefined) returned MITF primary 16.5, TEAD-YAP inh 3.6, GPR151 activ 1.8 and FBW7 activator 0.6.
`O=c1c2sc(=S)n(CCc3ccccc3)c2nc(SCc2cccc([N+](=O)[O-])c2)n1-c1ccccc1` gave MITF primary 9.9, TEAD-YAP inh 7.2, GPR151 activ 1.0 and FBW7 activator 0.0.
`FC(F)(F)c1cccc(CNc2cc(NCc3cccnc3)ncn2)c1` gave MITF primary 10.2, TEAD-YAP inh -11.1, GPR151 activ -1.3 and FBW7 activator 0.1.
Screening COc1ccc(/C=N/NC(=O)CNC(=O)COc2ccc(Cl)cc2C)cc1 returned MITF primary -1.5, TEAD-YAP inh 2.6, GPR151 activ 0.6 and FBW7 activator 0.1.
CC(C)n1c(CN2CCC3(CC2)NC(=O)c2ccccc2O3)nc2ccccc21 was read as MITF primary 1.0, TEAD-YAP inh -6.3, GPR151 activ 0.6 and FBW7 activator -0.1.
Cc1ccccc1NC1SC(=O)N(Cc2ccccc2)C1=O (centres undefined) was read as MITF primary -4.5, TEAD-YAP inh -14.3, GPR151 activ -0.8 and FBW7 activator 0.0.
Screening Cc1nnc2c3ccccc3nc(-c3ccncc3)n12 returned MITF primary -4.9, TEAD-YAP inh 21.8, GPR151 activ 1.8 and FBW7 activator 0.1.
`O=C1NC(=Nc2cccc(Cl)c2Cl)S/C1=C\c1ccc(O)c(O)c1` gave MITF primary 10.3, TEAD-YAP inh 9.6, GPR151 activ -0.5 and FBW7 activator -0.5.
CCOc1ccc(NC2CC(=O)N(CCOC)C2=O)cc1 (centres undefined) was read as MITF primary 2.2, TEAD-YAP inh -6.7, GPR151 activ 1.4 and FBW7 activator 0.0.
`COc1ccc(NC(=O)C2CC(=O)N(CCc3ccccc3)C(=Nc3ccc(Cl)cc3)S2)cc1` (centres undefined) gave MITF primary -7.5, TEAD-YAP inh -7.0, GPR151 activ 2.2 and FBW7 activator 0.5.
`COc1cc(/C=N/NC(=O)COc2ccccc2Cl)cc(Br)c1O` gave MITF primary 25.7, TEAD-YAP inh 6.3, GPR151 activ 0.9 and FBW7 activator 0.1.
